Yfh1-depleted yeast – enhancers of respiration in Yfh1-depleted yeast, dose response, Friedreich's ataxia, plus single-dose screen (AID 1465); S. cerevisiae Yfh1-off respiration, WST-1 reduction, 72 h; higher fold induction means a stronger effect; one-dose fold induction at 50 µM; EC50 in µM for titrated hits; 220,000 compounds, 0.074% hits;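 active means fold induction of absorbance versus untreated yeast above a set limit, then at least 30% activation at any dose in follow-up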;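 further: activators that raise dye reduction in frataxin-depleted yeast; strong numbers were not always called active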
M17LAP inhibition – P. falciparum M17LAP inhibitors, primary screen, biochemical, fluorogenic H-Leu-NHMec substrate, 1536-well (AID 1619); Leucine aminopeptidase (Plasmodium falciparum (isolate 3D7)); recombinant M17LAP, H-Leu-NHMec fluorogenic kinetic assay; higher % means a stronger effect; inhibition, % at 30 µM; hits with a dose series show IC50 in µM; 220,000 compounds, 0.38% hits;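 active means compound inhibiting the enzyme by more than half at any dose during confirmatory dose-response retesting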;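 further: plate controls were full reaction with DMSO carrier for no effect and no enzyme background for full effect; strong numbers were not always called active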
MT stabilizer – microtubule stabilizers in HeLa cells, primary screen, imaging, high-content imaging; AID 2205, 2009; HeLa tubulin immunostaining HCS, 24 h; share of cells brighter than vehicle mean+2SD; 200,000 compounds, 0.83% hits; % tubulin-high responders, % at 10 µM;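 active means plate Z-score above 3 for both tubulin-high and condensed-nucleus cell shares, with cell loss under 80%, at 10 µM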;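 further: anti alpha tubulin signal scored within the nucleus-defined area of each cell; some results filed as inactive read as strong as hits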
NOD1 inhibition – NOD1 signaling inhibitors, primary screen, cell-based, luminescence, uHTS (AID 1578). NOD1-driven NF-kB luciferase reporter cells, luminescence; higher % means a stronger effect. one-dose inhibition, % at 4 µM; EC50 in µM for titrated hits. 290,000 compounds, 1% hits; in the data active means inhibition mostly above about 36%, no sharp cut-off; inactive means mostly below about 34%;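 further: HEK-293T reporter cells stimulated with the NOD1 agonist gamma-tri-DAP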
Autophagy mod – autophagy modulators in MEF cells, primary screen, imaging, high-content, MEF GFP-LC3; MEF GFP-LC3 puncta imaging; test concentration mostly 10 µM; calls only at 10 µM (by protocol); 190,000 compounds, 0.98% hits; AID 463193, 2010;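 active means percentage of spot-positive cells more than 3 SD above its plate mean, without a fluorescence outlier flag or 80% toxicity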;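 further: spot-positive cell cutoff set from DMSO-treated cells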
Insulin prom up – insulin promoter activators in MIN6 cells, imaging, high-content screening, mouse beta cells; 190,000 compounds, 0.3% hits; MIN6 insulin promoter-GFP reporter; hits give high values; z-score at 5 µM; AID 1625, 2009;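 active means z-score above 3 at 5 µM with at least 500 cells counted in the well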
NOD2 inhibition – NOD2 signaling inhibitors, cell-based, luminescence, uHTS, HEK293 (AID 1566); HEK293 NOD2/NF-kB luciferase reporter, luminescence; higher % means a stronger effect; inhibition, % at 4 µM, or EC50 in µM where a hit was titrated; 290,000 compounds, 0.63% hits; in the data active means inhibition above about 50%; further: many of its hits are not listed in these tables
b-catenin transl – modulators of beta-catenin nuclear translocation, primary screen, imaging, HeLa cells, immunofluorescence, high-content. nuclear translocation activity, % at 5 µM. 190,000 compounds, 0.3% hits. AID 1665, 2009;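 active means nuclear translocation activity above 50% at 5 µM, with a well cell count of 50 or more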;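 further: per-cell ratio of nuclear to cytoplasmic median beta-catenin stain intensity; plate controls were DMSO negative control for no effect and GSK-3 inhibitor IX positive control for full effect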
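Read-out: Nuclear/cytoplasmic beta-catenin signal ratio, % activation | Assay system: Human HeLa cell line | Times: 24 h compound exposure at 37°C, 5% CO2 | Signal: Fluorescence imaging of beta-catenin antibody stain plus DAPI | Dosing: 5 µM primary, 0.02–20 µM confirmation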
Dynein cargo inh – inhibitors of GR-EGFP nuclear translocation, primary screen, dynein cargo transport inhibitor project, imaging, high-content, 3617.4 mouse cells. test concentration mostly 20 µM; stimulated with dexamethasone, 1 µM; hits give low values. z-score, hits read low. 220,000 compounds, 0.47% hits. AID 1381, 2008;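 active means plate z-score of nuclear minus cytoplasmic receptor signal below a set negative limit, without overly bright fluorescence or cell loss, cut at about -3.5 in these data, passing the limit was not always enough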;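 further: z-score of nuclear minus cytoplasmic ring GR-EGFP intensity difference per well; some compounds called inactive have numbers as strong as hits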
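medium = tetracycline-free induction medium containing charcoal-stripped FBS | probe or stimulus = dexamethasone, 1.0 µM final | timing = 48 h induction, then 1 h compound, then 30 min agonist, 37 °C | detection = automated 10x imaging of fixed Hoechst-stained cells | read-out basis = nuclear versus cytoplasmic GR-EGFP signal, averaged per well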
Dynein cargo inh cytoplasmic EGFP – also measured in Dynein cargo inh; calls as there; z-score; measured here: cytoplasmic GR-EGFP intensity; hits give high values
Dynein cargo inh nuclear GR-EGFP – recorded beside Dynein cargo inh, whose call it bears; z-score; measured here: nuclear GR-EGFP intensity;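 lower value marks the stronger effect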
Dynein cargo inh cell count – recorded beside Dynein cargo inh, whose call it bears; z-score; measured here: cell count per field
Insulin prom up cell count – recorded beside Insulin prom up, whose call it bears; cell count; measured here: cytotoxicity, nuclei count;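 total cells summed across four imaged fields per well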
b-catenin transl cell count 5 µM – also measured in b-catenin transl; calls as there; cell count; measured here: cell count, cytotoxicity flag
MT stabilizer Hoechst-high % – also measured in MT stabilizer; calls as there; % Hoechst-high responders; measured here: nuclear condensation Hoechst responders;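 share of cells brighter than vehicle mean plus two SD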
MT stabilizer cytotoxicity % – recorded beside MT stabilizer, whose call it bears; toxicity, %; measured here: cytotoxicity by cell density;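 0% = mean cell density of plate MIN control wells and 100% = no cells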
Autophagy mod cell loss 18 h – further read-out of Autophagy mod, marked with its call; toxicity, %; measured here: cell loss, nuclei count;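 cell loss after 18 h compound exposure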
The depositor's hits bear a star; i = inactive; x = not tested or not shown; + = active, no number. This is a subset (hit frequency here may not be typical).

SMILES | Yfh1-depleted yeast | M17LAP inhibition | MT stabilizer | MT stabilizer Hoechst-high % | MT stabilizer cytotoxicity % | NOD1 inhibition | Autophagy mod | Autophagy mod cell loss 18 h | Insulin prom up | Insulin prom up cell count | NOD2 inhibition | b-catenin transl | b-catenin transl cell count 5 µM | Dynein cargo inh | Dynein cargo inh cytoplasmic EGFP | Dynein cargo inh nuclear GR-EGFP | Dynein cargo inh cell count
Cc1ccc(Sc2ncnc3onc(C)c23)c(C)c1 | i | -1.0% | 5.0 | 1.5 | 3.2 | 9.1% | i | 11.3 | -0.28 | 1629 | 28.4% | -3.9 | 1077 | -1.04 | -0.224 | -0.468 | 0.729
O=C(NCCC1=CCCCC1)C1CCN(S(=O)(=O)N2CCOCC2)CC1 | i | 10.8% | 4.2 | 3.1 | 3.6 | -53.3% | i | 9.5 | -0.71 | 1438 | 9.7% | -1.9 | 973 | 0.469 | -0.333 | 0.398 | -0.379
O=[N+]([O-])c1cccc(/C=N/Nc2nc(N3CCOCC3)nc(N3CCOCC3)n2)c1 | i | 7.1% | 2.3 | 2.1 | 7.3 | -16.8% | i | 3.2 | 0.53 | 1319 | -6.6% | 0.7 | 956 | -0.197 | -0.25 | 0.0565 | -0.109
O=C(O)CSCC(=O)NCc1c(Cl)cccc1Oc1ccccc1 | i | 7.8% | x | x | x | -3.6% | x | x | x | x | 26.0% | -1.7 | 1355 | 0.0778 | -0.251 | 0.123 | 0.219
O=C(Nc1ccc2c(c1)OCCO2)NC1(C(F)(F)F)Oc2ccccc2O1 | i | 6.5% | 6.8 | 2.8 | 2.1 | -10.3% | i | 12.5 | 0.08 | 961 | -7.7% | x | x | -1.21 | -0.0877 | -0.649 | 0.844
O=C(COc1ccc(C(=O)Nc2ccc(Cl)cc2)cc1)NCc1ccccc1 | i | -4.6% | 2.4 | 2.1 | 3.8 | -25.9% | i | 6.1 | -0.06 | 1343 | -14.6% | 0.1 | 1150 | -0.0308 | -0.262 | 0.136 | -0.154
CN(C)CCCNCCCNC(=O)/C=N/O | i | 3.6% | 1.6 | 1.4 | 1.9 | -5.0% | i | 2.4 | 0.07 | 946 | 2.4% | x | x | 1.55 | -0.285 | 1.07 | -0.49
COc1ccc(NC(=O)CSc2nnc(-c3ccccc3C)n2N)cc1OC | i | -6.5% | 4.8 | 3.9 | 9.8 | -19.1% | i | -4.7 | 0.56 | 1099 | 2.1% | -1.7 | 1196 | -0.387 | -0.331 | -0.0854 | 0.1
O=C(NCCCCNC(=O)c1ccc(Br)s1)c1ccc(Br)s1 | i | -8.5% | 2.0 | 1.6 | 7.1 | 7.6% | i | 26.8 | x | x | 6.2% | -2.9 | 1233 | -0.603 | 2.16 | 0.135 | 0.999
CCN1CCCC1CN(Cc1cc2ccc(C)cc2[nH]c1=O)C(=S)Nc1ccccc1OC (stereo not given) | i | 14.1% | 3.5 | 3.3 | 4.6 | -16.3% | i | 0.2 | 0.33 | 2292 | 14.5% | -0.6 | 918 | -0.738 | -0.28 | -0.742 | 0.7
Nc1nnnn1/N=C/c1cc(Cl)cc(Cl)c1OCc1ccc(Cl)cc1Cl | i | 1.1% | 1.6 | 1.0 | 6.6 | -1.3% | + | 28.0* | 1.07 | 901 | 0.1% | x | x | -0.552 | 0.437 | 0.0334 | 0.907
O=C(Oc1cccnc1)c1cc(S(=O)(=O)N2CCCCC2)ccc1Cl | i | -2.1% | 2.3 | 1.1 | 5.5 | -62.6% | i | -4.9 | 0.22 | 1093 | 6.0% | -2.2 | 1105 | 0.871 | -0.305 | 0.292 | 1.83
COc1ccc(OC)c(CNC(=O)CCCc2cn(C)c3ccccc23)c1 | x | -6.9% | 6.8 | 3.2 | 14.0 | 55.0% | i | 10.4 | 0.81 | 1149 | 12.0% | -2.0 | 512 | 2.04 | -0.124 | 2.18 | -1.23
CNC(=S)n1cnc(N)n1 | i | -4.6% | x | x | x | -3.1% | x | x | -0.29 | 1040 | 14.9% | -1.0 | 1227 | -0.812 | -0.818 | -0.268 | 0.217
COc1ccc(-c2cc(C(=O)Nc3ccccc3O)c3ccccc3n2)cc1OC | i | 9.8% | 1.9 | 4.0 | 17.5 | -7.1% | i | -2.4 | -1.57 | 1255 | 10.6% | -0.2 | 1530 | -0.404 | -0.321 | -0.0769 | 0.995
c1ccc(Cn2ccc(-c3cnc(-c4ccccc4)s3)n2)cc1 | i | -16.0% | 1.0 | 1.3 | 5.5 | -32.1% | i | -2.7 | -0.51 | 924 | -143.6% | x | x | -0.467 | 0.469 | -0.362 | 0.125
Cn1nc(CC(=O)N2CCN(c3ccccc3)CC2)c2ccccc2c1=O | i | 10.1% | 11.4 | 19.2 | 97.4 | 37.1% | i | 3.4 | 1.86 | 1264 | 6.0% | x | x | 1.79 | -0.222 | 1.07 | -1.08
C=CCNC(=O)COc1ccc(N(C)S(=O)(=O)c2ccc(NC(C)=O)cc2)cc1 | i | 3.8% | 1.4 | 2.8 | 5.0 | -32.8% | i | -6.3 | -0.78 | 1211 | 3.6% | -0.7 | 1121 | 0.211 | -0.352 | -0.424 | 0.238
Cc1c(N2C(=O)CSC2c2ccco2)c(=O)n(-c2ccccc2)n1C (stereo not given) | i | -2.3% | x | x | x | 7.6% | x | x | -0.2 | 1174 | 27.8% | -0.9 | 1323 | -0.508 | -0.193 | -0.238 | 0.452
CS(=O)(=O)N1CCN(c2ccc(NC(=S)NC(=O)c3ccc4c(c3)OCO4)cc2)CC1 | i | -0.6% | 3.5 | 3.7 | 5.8 | -20.9% | i | -5.0 | -0.9 | 1255 | 38.9% | -1.9 | 1107 | -0.224 | -0.133 | 0.418 | -1.17
O=C(Nc1ccon1)c1ccc(Br)o1 | i | 13.5% | 2.4 | 1.2 | 75.3 | -26.8% | i | 2.6 | 0.05 | 1846 | -13.3% | -0.9 | 1126 | 0.327 | -0.266 | 0.526 | 1.05
COc1ccc(OC)c(NC(=O)C2CCN(S(=O)(=O)c3c(C)noc3C)CC2)c1 | i | 10.2% | 2.5 | 1.5 | 7.8 | -58.4% | i | 5.1 | -0.28 | 888 | -4.6% | 0.1 | 1202 | 0.747 | 0.0763 | 1.1 | 0.121
CNS(=O)(=O)c1ccc(N2CCCC2)c([N+](=O)[O-])c1 | i | 5.0% | 6.0 | 2.9 | 5.2 | -13.1% | i | 7.1 | 0 | 1352 | 12.0% | -3.8 | 1084 | 0.0728 | -0.342 | 0.327 | 0.288
CCO[C@H]1OC(C(=O)NCc2ccccc2)=C[C@@H](C)[C@@H]1CCCO | i | 5.2% | 3.4 | 2.1 | 4.7 | -6.8% | i | 8.4 | 0.15 | 1426 | 3.4% | -0.9 | 1137 | -0.812 | -0.192 | -0.138 | 0.392
Cc1cccc(-n2c(N)cc(=O)nc2SCC(=O)NC2CCCCC2)c1 | i | 13.5% | 1.7 | 0.1 | 47.1 | -17.0% | i | 2.8 | -0.74 | 1269 | 0.7% | 3.9 | 1129 | -1.12 | -0.0949 | -0.326 | 0.299

(continued)
SMILES | Yfh1-depleted yeast | M17LAP inhibition | MT stabilizer | MT stabilizer Hoechst-high % | MT stabilizer cytotoxicity % | NOD1 inhibition | Autophagy mod | Autophagy mod cell loss 18 h | Insulin prom up | Insulin prom up cell count | NOD2 inhibition | b-catenin transl | b-catenin transl cell count 5 µM | Dynein cargo inh | Dynein cargo inh cytoplasmic EGFP | Dynein cargo inh nuclear GR-EGFP | Dynein cargo inh cell count
NC(=O)NC(=O)CC1S/C(=N/N=C/c2ccccc2)NC1=O (stereo not given) | i | 4.4% | 2.1 | 0.7 | 5.6 | -50.1% | i | -7.7 | -0.32 | 1569 | -17.1% | -3.2 | 1121 | 0.282 | -0.323 | 0.375 | 0.669
O=C(CSc1nc2cc(S(=O)(=O)N3CCOCC3)ccc2o1)Nc1c(F)cccc1F | i | 2.3% | 2.8 | 2.7 | 5.4 | -36.7% | i | 5.7 | 0.83 | 1610 | 1.5% | -0.5 | 958 | -0.856 | -0.362 | -0.633 | 1.04
O=C1NN(c2ccc(Cl)c(Cl)c2)C(=O)/C1=C/c1cccc(OC(=O)c2cccs2)c1 | i | 11.9% | 2.1 | 0.9 | 7.5 | 62.6% | i | -14.7 | -1.13 | 904 | -68.8% | 2.1 | 1145 | -3.78* | 2.6* | -1.28* | -0.93*
CCC(CC)C(=O)N1N=C(c2ccc(NS(C)(=O)=O)cc2)CC1c1ccccc1 (stereo not given) | i | -40.6% | x | x | x | 1.0% | x | x | -0.49 | 1130 | 21.0% | -1.0 | 1311 | 1.22 | -0.147 | 1.44 | -1.34
Cc1cc2ncn(/N=C/c3ccc4c(c3)OCO4)c2cc1C | i | -5.8% | 4.3 | 3.4 | 9.6 | 30.6% | i | -3.0 | 1.6 | 1124 | -20.9% | -2.9 | 1122 | -0.243 | -0.332 | 0.076 | 0.944
Cc1ccc(C)c(-n2c(Cc3cc(=O)[nH]c(=O)[nH]3)nnc2SC(C)C)c1 | i | -14.0% | 5.8 | 1.3 | 10.3 | -15.0% | i | -10.1 | 0.83 | 1033 | -2.9% | x | x | 0.34 | -0.151 | 0.302 | -0.371

Screening data from PubChem BioAssay.
